# GPR55 beta-arrestin: selective activators of receptor GPR55 – imaging, U2OS cells, beta-arrestin-GFP redistribution, primary screen (AID 1961); U2OS GPR55 beta-arrestin-GFP redistribution imaging; higher % means a stronger effect; activation, % at 10 µM; hits with a dose series show EC50 in µM; actives 0.048% (n = 290,000);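 active = activation above 40% with more than 50 cells counted in the well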;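 note: U2OS osteosarcoma cells stably expressing GPR55 and beta-arrestin-GFP; plate controls were DMSO negative control for no effect and LPI positive control for full effect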
# NS5 inhibitors: Dengue-2 NS5 methyltransferase inhibitors, primary screen, biochemical, confirmation dose response (AID 588689); Dengue-2 NS5 methyltransferase capping enzyme assay, biochemical; higher % means a stronger effect; inhibition, % at 25 µM; hits with a dose series show IC50 in µM; actives 0.3% (n = 340,000); in the data active = a potency from the dose series
# KOR beta-arrestin-1: kappa opioid receptor blockers – cell-based, luminescence, uHTS (AID 1778); KOR beta-arrestin recruitment, luminescence, antagonist mode; higher % means a stronger effect; inhibition, % at 10 µM; hits with a dose series show IC50 in µM; actives 0.091% (n = 290,000); in the data active = inhibition above about 50%; note: strong numbers were not always called active
# NOD1 NF-kB reporter: inhibition of NOD1-driven NF-kB reporter – cell-based, luminescence, uHTS, primary screen (AID 1578) | NOD1-driven NF-kB luciferase reporter cells, luminescence; higher % means a stronger effect | inhibition, % at 4 µM; hits with a dose series show EC50 in µM | actives 1% (n = 290,000); in the data active = inhibition mostly above about 36%, no sharp cut-off; inactive = mostly below about 34%;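 note: HEK-293T reporter cells stimulated with the NOD1 agonist gamma-tri-DAP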
# KOR beta-arrestin-2: KOR agonists, beta-arrestin recruitment, primary screen, cell-based, luminescence, uHTS (AID 1777). KOR beta-arrestin recruitment, luminescence; higher % means a stronger effect. one-dose activation, % at 10 µM; EC50 in µM for titrated hits. actives 0.02% (n = 280,000); in the data active = activation above about 50%, passing the limit was not always enough; note: a part of the inactive calls stands beside numbers as strong as those of hits
# GPR35 antagonists: inhibition of zaprinast-stimulated GPR35 beta-arrestin translocation – imaging, U2OS, beta-arrestin-GFP, zaprinast agonist, primary screen (AID 2058); U2OS GPR35 beta-arrestin-GFP translocation imaging, zaprinast antagonism; higher % means a stronger effect; inhibition, % at 10 µM, or IC50 in µM where a hit was titrated; actives 0.052% (n = 290,000);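 active = inhibition of at least 50% with at least 30 cells and total cytoplasm GFP at most 10,000,000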
# West Nile virus CPE: inhibition of WNV-induced cytopathic effect – cell-based, CPE readout (AID 1621); West Nile virus-infected cells, CPE inhibition; higher % means a stronger effect; one-dose CPE inhibition, % at 10 µM; IC50 in µM for titrated hits; actives 0.02% (n = 290,000); in the data active = a potency from the dose series; note: strong numbers were not always called active
# GPR55 LPI antagonism: inhibition of LPI-stimulated GPR55 beta-arrestin translocation – imaging, U2OS, beta-arrestin-GFP, LPI agonist, primary screen (AID 2013) | actives 0.13% (n = 290,000) | inhibition, % at 10 µM; hits with a dose series show IC50 in µM | U2OS GPR55 beta-arrestin-GFP translocation imaging, LPI antagonism; higher % means a stronger effect;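 active = spots per cell inhibited over 60%, with over 100 cells counted and total cytoplasm intensity under 500,000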;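 note: U2OS cells stably carrying GPR55 and arrestin-GFP stimulated by 5 µM LPI near EC80; imaged beta-arrestin-GFP aggregate spots per cell after agonist stimulation; plate controls were LPI-stimulated DMSO wells for no effect and DMSO wells without LPI for full effect; some results filed as inactive read as strong as hits; confirmed hits need IC50 under 10 µM and bright autofluorescent wells are also inconclusive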
# HIV fusion peptide: inhibitors of HIV fusion peptide binding, primary screen, biochemical, uHTS, fluorescence dequenching (AID 1986) | cell-free peptide binding, fluorescence dequenching, 30 min; higher % means a stronger effect | inhibition, % at 20 µM, or IC50 in µM where a hit was titrated | actives 0.3% (n = 290,000); in the data active = inhibition mostly above about 52%, no sharp cut-off; inactive = mostly below about 76%; note: some results filed as inactive read as strong as hits
# NS5 inhibitors pilot replicate: further read-out of NS5 inhibitors, marked with its call; inhibition, %; measured here: pilot screen replicate inhibition
# An asterisk follows results filed as active; . = not tested or not shown; [ ] = remark or other dose. These rows are one share of the data, so the mix of outcomes need not match the whole.
SMILES,GPR55 beta-arrestin,NS5 inhibitors,KOR beta-arrestin-1,NOD1 NF-kB reporter,KOR beta-arrestin-2,GPR35 antagonists,West Nile virus CPE,GPR55 LPI antagonism,HIV fusion peptide,others
Cc1ccc2cc(C(c3nnnn3C3CCCC3)N(Cc3ccco3)Cc3cccs3)c(=O)[nH]c2c1 (stereo unspecified),-0.1%,12%,5%,-16%,5.9%,2%,1.6%,-4%,4.1%,NS5 inhibitors pilot replicate=2.0
Cc1ccc(NC(=O)Cn2nnc3ccccc3c2=O)cc1C,-0.4%,2%,-3%,-25%,-0.6%,-2%,-0.2%,-4%,0.3%,
COCC1CCCCC1OS(N)(=O)=O (stereo unspecified),0.2%,-11%,-15%[20 µM],-3%,-2.9%,0%,-0.4%,-5%,-0.8%,
CSc1ccc(CN2CCN(C(=O)c3ccc([N+](=O)[O-])cc3)CC2)cc1,-0.1%,-1%,-40%[20 µM],36%,.,6%,-1.9%,-1%,1.1%,
CCCC(c1nnnn1CCc1ccccc1)N1CCN(C2CCCC2)CC1 (stereo unspecified),-0.2%,-4%,-10%,1%,-0.6%,8%,-0.8%,14%,-1.3%,
Cc1cc(C)nc(SCC(=O)Oc2ccc3oc(=O)cc(C)c3c2)n1,-0.3%,-21%,-18%,.,3.2%,6%,0.2%,18%,2.5%,
CCCCOC(=O)C(NC(=O)c1ccccc1)=C(C)C,-0.1%,-1%,-12%,20%,-1.3%,-4%,-0.1%,6%,-2.1%,
O=C(Cc1cccs1)NC(Cc1c[nH]c2ccccc12)C(=O)O (stereo unspecified),0.2%,15%,-4%,-31%,-1.3%,-6%,-0.5%,13%,0.4%,
Cc1[nH]c2ccccc2c1C(=O)COC(=O)Cn1cnc2ccccc21,-0.2%,-4%,-32%,9%,-2.6%,7%,-0.3%,11%,2.7%,
COc1cccc2cc(C(=O)NCc3ccccc3)c(=N)oc12,-0.1%,-6%,-18%,27%,5.6%,4%,-0.1%,-1%,-4.4%,
COC(=O)c1sc(Nc2ccccc2)nc1C,0.3%,-3%,-12%,-69%,2.7%,7%,0.0%,3%,0.6%,
O=C(COc1ccc(Br)cc1Cl)NC(=O)NCc1ccccc1,-0.1%,-7%,8%,-23%,-2.1%,13%,-0.4%,-4%,0.3%,
CC(NC(=O)c1cc(=O)[nH]c2ccccc12)c1ccccc1 (stereo unspecified),0.1%,2%,-13%,-35%,1.6%,6%,-0.4%,-2%,-0.8%,
COc1ccc(-c2cc(C(F)F)n3ncc(C(=O)N4CCc5ccccc5C4)c3n2)cc1,-0.1%,2%,-2%[20 µM],13%,.,-11%,0.6%,11%,-0.6%,
Cc1ccc(NC(=O)Cn2c(=O)oc3ccccc32)cc1Cl,-0.1%,3%,-13%,-3%,1.0%,-2%,0.2%,-11%,3.0%,
Cc1ccc(S(=O)(=O)N2CCN(C(=O)N3CCOCC3)C2C(C)C)cc1 (stereo unspecified),0.3%,-6%,24%,8%,2.6%,6%,-0.1%,1%,-1.4%,
Cc1c(N(C(=O)CNC(=O)c2ccccc2)C2(C(=O)NC3CCCC3)CCCCC2)c(=O)n(-c2ccccc2)n1C,0.1%,-5%,14%,-8%,-1.6%,20%,0.2%,0%,-1.5%,
COc1ccc(NS(=O)(=O)c2cccc(C(=O)NNC(=O)c3cccn3C)c2)cc1,0.0%,-10%,12%,-15%,-2.5%,0%,-0.3%,1%,15%,
COc1ccc(NC(=O)CNS(=O)(=O)c2cccs2)cc1,0.9%,-12%,27%,-20%,-3.9%,-3%,0.6%,4%,2.1%,
CCC1=C(OC(=O)N(CC)CC)N2C(=O)OC(=NCCOC)[C@]2(Cc2ccccc2)[C@H]2C1=CC[C@H]1C(=O)N(CC(=O)OC)C(=O)[C@H]12,0.7%,-6%,23%,3%,3.2%,-4%,-0.8%,2%,1.5%,
C=CCn1c(SCC(=O)N2CCN(c3ccc(F)cc3)CC2)nnc1-c1ccco1,0.3%,-9%,4%,-26%,-2.7%,3%,-0.7%,10%,-1.6%,
O=C(Nc1ccc(N2CCCC2)c(Cl)c1)c1ccc([N+](=O)[O-])cc1,0.1%,3%,-22%,-22%,-0.2%,10%,-0.7%,5%,-2.8%,
S=c1nc(C23CC4CC(CC(C4)C2)C3)nc2sccn12,0.1%,.,-30%,-11%,0.6%,-9%,-0.7%,-3%,1.8%,
CCn1c(SCC(N)=O)nnc1-c1cc2c(C)nn(-c3ccccc3)c2s1,0.7%,-5%,2%,-30%,-3.6%,-15%,1.6%,4%,-1.8%,
Cc1nn(C)cc1S(=O)(=O)Nc1cccc(Cl)c1,-0.2%,-7%,-1%,-32%,-2.1%,-9%,-0.5%,-6%,9.8%,

# Ordered by molecular weight (lowest first): some entries from above.
SMILES,GPR55 beta-arrestin,NS5 inhibitors,KOR beta-arrestin-1,NOD1 NF-kB reporter,KOR beta-arrestin-2,GPR35 antagonists,West Nile virus CPE,GPR55 LPI antagonism,HIV fusion peptide,others
COc1ccc(NS(=O)(=O)c2cccc(C(=O)NNC(=O)c3cccn3C)c2)cc1,0.0%,-10%,12%,-15%,-2.5%,0%,-0.3%,1%,15%,
COc1ccc(-c2cc(C(F)F)n3ncc(C(=O)N4CCc5ccccc5C4)c3n2)cc1,-0.1%,2%,-2%[20 µM],13%,.,-11%,0.6%,11%,-0.6%,
Cc1ccc2cc(C(c3nnnn3C3CCCC3)N(Cc3ccco3)Cc3cccs3)c(=O)[nH]c2c1 (stereo unspecified),-0.1%,12%,5%,-16%,5.9%,2%,1.6%,-4%,4.1%,NS5 inhibitors pilot replicate=2.0

# (next part)
SMILES,GPR55 beta-arrestin,NS5 inhibitors,KOR beta-arrestin-1,NOD1 NF-kB reporter,KOR beta-arrestin-2,GPR35 antagonists,West Nile virus CPE,GPR55 LPI antagonism,HIV fusion peptide,others
Cc1ccc(N2CC3=C(C2=O)C(c2ccccc2)NC(=O)N3C)cc1 (stereo unspecified),0.3%,-4%,-16%,-41%,1.1%,-1%,0.2%,1%,-0.7%,
Cc1ccc(NC2=C(CC(=O)O)C(c3ccccc3)N(c3ccc(C)cc3)C2=O)cc1 (stereo unspecified),0.5%,1%,16%,52%,-3.5%,-16%,-1.0%,-5%,8.1%,
CCCCS(=O)CC(O)COc1ccc(C(C)(C)C)cc1 (stereo unspecified),-0.2%,1%,-25%,2%,-7.9%,18%,-0.6%,-2%,-1.4%,
COc1ccc(/C=C(\C#N)C(=O)OCCNC(=O)c2ccncc2)cc1,-0.2%,-4%,7%,-28%,-2.3%,-15%,-0.1%,-7%,0.3%,
COC(=O)CCC(=O)OC1(C)C(=O)C=C2C=C(C3CC3)N(C3CC3)C=C2C1=O (stereo unspecified),-0.2%,17%,25%,2%,0.5%,-12%,0.1%,6%,3.3%,
Cc1noc(/C=C/c2ccco2)c1S(=O)(=O)N1CCC(C(=O)NCc2ccco2)CC1,0.3%,-13%,4%,-3%,-1.3%,0%,2.8%,23%,8.2%,NS5 inhibitors pilot replicate=-0.3
C=CCOC(=O)C1C(=O)CC(C)(O)C(C(=O)OCC=C)C1c1ccc(OCC)cc1 (stereo unspecified),-0.4%,3%,-25%,25%,-3.3%,-6%,-0.3%,-6%,-2.3%,
CC(=O)Nc1ccc(S(=O)(=O)NCCc2csc(C)n2)cc1,0.1%,4%,40%,5%,6.9%,4%,-0.3%,-4%,1.6%,
O=C1CC(c2cccc(Br)c2)c2cc3c(cc2N1)CCC3 (stereo unspecified),-0.1%,-1%,-91%,-9%,7.9%,12%,.,-10%,0.0%,
Cc1cccc(C)c1NC(=O)C(C)Sc1n[nH]c(-c2ccncc2)n1 (stereo unspecified),.,-3%,-8%,-18%,-4.2%,-4%,0.2%,-5%,-0.8%,
CC(=O)c1ccc(-n2nnnc2SCC(=O)NC2CCCCC2)cc1,0.5%,1%,-43%,-13%,1.8%,-12%,-1.4%,-2%,0.8%,
Cc1ccc(C(=O)O/N=C(\c2ccccc2)c2ccncc2)cc1,-0.1%,.,0%,-15%,-2.4%,-3%,.,2%,-1.2%,
O=C(COC(=O)c1ccc[nH]c1=O)Nc1ccc2c(c1)OC(F)(F)O2,-0.1%,-1%,22%,-10%,-2.3%,0%,1.4%,-2%,0.8%,
COc1ccccc1NC(=O)CN1CCC(c2nc3ccc(C)cc3[nH]2)CC1,-0.1%,-11%,-1%,11%,-2.8%,8%,-0.8%,-8%,-0.2%,
NC(=O)COc1ccc(Cc2ncc(C(F)(F)F)cc2Cl)cc1,0.2%,1%,-9%[20 µM],-31%,-1.4%,-11%,2.6%,0%,0.2%,
S=c1[nH]nc(CCc2ccc(Cl)cc2)o1,0.2%,19%,-4%,-29%,-3.7%,-9%,0.1%,10%,3.5%,
Cc1ccc(C)c(S(=O)(=O)NCC(=O)N2CCCC2)c1,0.8%,.,2%,22%,3.8%,7%,-0.5%,3%,-0.9%,
O=C(Nc1ccc(-c2nc3cccnc3s2)cc1)c1ccco1,-0.1%,-3%,-5%,2%,1.8%,-2%,0.7%,-1%,4.9%,
CCOC(=O)c1cnc2c(OC)cccc2c1Oc1ccccc1,-0.1%,0%,10%,-14%,-3.8%,1%,-0.3%,2%,1.7%,
COc1ccc(C)cc1N(C(=O)c1ccc(C#N)cc1)C1=NC(C)(C)CS1,0.0%,3%,2%,-8%,-2.0%,-6%,0.0%,0%,-2.3%,
NC(N)=Nc1cc2ccccc2c2ccccc12,0.2%,.,-25%,11%,1.7%,2%,-1.9%,3%,0.4%,
COc1ccc(N=c2ssnc2Cl)cc1,0.8%,0%,10%,-18%,-4.9%,2%,0.2%,2%,-0.6%,
O=S(=O)(Cc1ccccc1)NCCc1cccc(Cl)c1,0.3%,-2%,7%,-14%,-1.9%,4%,-0.7%,-8%,1.4%,NS5 inhibitors pilot replicate=1.8
O=C(N/N=C/c1ccc2c(c1)OCCO2)c1ccncc1,0.3%,5%,16%,-3%,0.6%,-4%,0.6%,12%,0.0%,
COC(=O)c1c(NC(=O)c2ccccc2)sc(C(=O)c2ccccc2)c1C,-0.3%,-8%,-23%,20%,0.8%,9%,0.2%,-10%,-0.9%,
SMILES,GPR55 beta-arrestin,NS5 inhibitors,KOR beta-arrestin-1,NOD1 NF-kB reporter,KOR beta-arrestin-2,GPR35 antagonists,West Nile virus CPE,GPR55 LPI antagonism,HIV fusion peptide,others
COCc1[nH][nH]c(=O)c1C=NCC(=O)OC,-0.2%,4%,15%,-31%,-6.7%,4%,1.4%,2%,0.0%,
Cc1nc(NCc2ccco2)c2c3c(sc2n1)CCC3,0.2%,-5%,-12%,-55%,6.4%,-8%,-0.7%,-4%,2.5%,
O=C1Nc2ccccc2/C1=N\N=C\C1=C(N2CCOCC2)C(=C\c2ccccc2)/CC1,.,-6%,-32%,9%,-1.8%,-10%,0.9%,7%,12%,
Cc1cc(C)nc(N2CCN(c3nnnn3-c3ccccc3)CC2)n1,-0.1%,-5%,-34%,-11%,0.5%,-15%,0.0%,16%,3.5%,
Cc1cc(S(=O)(=O)Nc2noc3ccccc23)ccc1F,-0.1%,-4%,-27%,3%,0.1%,17%,0.1%,2%,0.3%,
O=C(N/N=C/c1ccccc1Br)C1CC1,-0.3%,-6%,1%,-25%,-1.6%,9%,0.4%,5%,-0.5%,

# Source: PubChem (several laboratories)
